ALOX12 inh – Primary qHTS assay for inhibitors of human arachidonate 12S-lipoxygenase (ALOX12): Round 2; Polyunsaturated fatty acid lipoxygenase ALOX12 (Homo sapiens), P18054; purified 12hLO, xylenol orange hydroperoxide absorbance; Potency, µM (highest dose often 108 µM), for the others: at the top dose activity change, negative = inhibition, actives largely listed as inhibitors; 1.1% of 580,000 active; active = well fitted inhibition curve with a large enough effect; inconclusive = small, poorly fitted or top-dose-only effect, or another doubt; inactive = no such curve, though single readings can be large or run the other way
Target sequence (P18054 whole entry, looked up): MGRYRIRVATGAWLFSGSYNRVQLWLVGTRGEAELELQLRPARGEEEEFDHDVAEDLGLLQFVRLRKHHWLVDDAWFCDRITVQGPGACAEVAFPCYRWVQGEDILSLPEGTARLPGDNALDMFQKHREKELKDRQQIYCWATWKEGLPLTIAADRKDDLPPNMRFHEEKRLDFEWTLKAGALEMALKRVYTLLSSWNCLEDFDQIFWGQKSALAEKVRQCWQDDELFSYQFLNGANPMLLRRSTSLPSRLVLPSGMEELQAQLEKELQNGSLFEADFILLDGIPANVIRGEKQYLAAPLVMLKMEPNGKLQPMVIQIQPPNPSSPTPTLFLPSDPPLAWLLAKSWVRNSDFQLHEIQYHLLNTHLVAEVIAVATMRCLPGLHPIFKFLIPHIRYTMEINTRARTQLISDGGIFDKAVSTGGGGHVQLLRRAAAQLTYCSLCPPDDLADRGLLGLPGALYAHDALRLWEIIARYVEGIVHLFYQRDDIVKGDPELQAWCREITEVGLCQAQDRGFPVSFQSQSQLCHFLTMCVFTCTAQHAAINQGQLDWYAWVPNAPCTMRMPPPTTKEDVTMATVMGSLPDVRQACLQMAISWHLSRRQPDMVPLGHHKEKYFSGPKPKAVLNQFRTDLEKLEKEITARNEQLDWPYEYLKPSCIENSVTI
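Hydroperoxide product was detected by ferrous iron/xylenol orange as the 573 to 405 nm absorbance ratio. Arachidonic acid at 40 uM (final) was turned over for 30 min at room temperature by 150 nM human 12hLO, pH 7.0 Hepes buffer, after 15 min compound preincubation.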
* hit, by the source's call; [ ] = dose if it differs, or a comment. % is set by controls: 0 for no effect and ±100 for the full control effect; potency is the fitted concentration of half-maximal effect.

The first 2 records (preview)
O=C(O)CCC(=O)N[C@H]1CCN2C(=O)c3cc(-c4cccs4)ccc3NC(=O)[C@H]12 was read as ALOX12 inh 19%[176 µM].
Cc1cc(OC2CN(Cc3ccnn3C)C2)ccc1F was read as ALOX12 inh 132%[activator][176 µM].

The listing, previewed entries included:
O=C(O)CCC(=O)N[C@H]1CCN2C(=O)c3cc(-c4cccs4)ccc3NC(=O)[C@H]12 was read as ALOX12 inh 19%[176 µM].
Cc1cc(OC2CN(Cc3ccnn3C)C2)ccc1F was read as ALOX12 inh 132%[activator][176 µM].
O=C(Cc1ccsc1)Nc1ccc2c(c1)CCC(=O)N2 was read as ALOX12 inh 2%.
Screening O=C(NCc1ccncc1)c1cnn(-c2ncc3c(n2)-c2ccccc2CC3)c1C1CC1 returned ALOX12 inh -11%.
`CN(C1CCCCC1)S(=O)(=O)c1ccc(SCC(N)=O)nc1` gave ALOX12 inh -6%.
For O=C(/C=C/Nc1cccc(C(F)(F)F)c1)c1ccc(Br)cc1 the results were ALOX12 inh -67%.
`CC1CCN(C(=O)c2[nH]c(C(F)(F)F)nc2-c2ccccc2)CC1` gave ALOX12 inh -30%.
Screening COc1cccc(Nc2ncc(-c3cccnc3)c3c2OCC3)c1 returned ALOX12 inh 73%[activator][176 µM].
Screening COc1cccc(CNC(=O)c2c(C)noc2-c2ccccc2OC)c1 returned ALOX12 inh 3%.
`Cc1ccc(NC(=O)CCc2ncc(-c3ccccc3F)o2)cc1` gave ALOX12 inh -25%.
For O=C(c1ccoc1)N1CCC(c2nc(-c3ccccc3)no2)C1 (stereo not given) the results were ALOX12 inh 7%.
`CC(C)c1nnc(SCC(=O)NC2CCCCCC2)o1` gave ALOX12 inh 12%.
`O=C(CN1C(=O)NC(c2ccc(Cl)cc2)C2=C1COC2=O)NCc1ccccc1Cl` (stereo not given) gave ALOX12 inh inconclusive.
COc1ccc(OC)c(CNC(=O)C2Cn3cccc3C(=O)N2)c1 (stereo not given) was read as ALOX12 inh 22%.
Screening NC(CCc1ccccc1)c1csc(NC(=O)NCC2CCCCC2)n1 (stereo not given) returned ALOX12 inh inconclusive.
Screening CNC(=O)[C@H]1C[C@H](Oc2ccccc2)CN1C(=O)c1cc(-c2ccc(F)cc2)n[nH]1 returned ALOX12 inh 34%[activator].
`CC(=O)c1cccc(NC(=O)C(C)Sc2cc(Cl)ccc2Cl)c1` (stereo not given) gave ALOX12 inh inconclusive.
Cc1cc(C)cc(OCCOC(=O)c2cc(Cl)ccc2O)c1 was read as ALOX12 inh 30%.
Screening O=C(C[C@H]1NC(=O)c2ccccc2NC1=O)Nc1nnc(C2CCCO2)s1 (stereo not given in full) returned ALOX12 inh 15%.
`CC(=O)N1CCC2(CC1)CN(C(=O)NC(C)C)Cc1ccccc1O2` gave ALOX12 inh 5%[6.33 µM].
For CCCCn1nnnc1C1(C)CCC(=O)N1CCc1ccc(OC)c(OC)c1 (stereo not given) the results were ALOX12 inh inconclusive.
CNC(=O)C1(N2CCC[C@H]2C(=O)NCCOC)CCCCC1 was read as ALOX12 inh inconclusive.
CN(C(=O)c1ccccc1Cl)C1CCc2ccccc21 (stereo not given) was read as ALOX12 inh 21%[176 µM].
For CC(CN)(CN1CCOCC1)c1ccccn1 (stereo not given) the results were ALOX12 inh 74%[activator][176 µM].
`Cc1cccc2c1ccn2CCC(=O)Nc1nnc(C2CC2)s1` gave ALOX12 inh inconclusive.
CC(=O)N1CCC(C(=O)N2c3ccccc3N=C(c3ccc4c(c3)OCO4)C2C(=O)Nc2c(C)cccc2C)CC1 (stereo not given) was read as ALOX12 inh -11%.
For CC(C)CCNC(=S)Nc1ccc(SC(F)F)cc1 the results were ALOX12 inh inconclusive.
`CC1=C[C@@H](CNCCN(C)C)[C@H](C(C)C)C[C@H]1Cc1nnc(-c2ccc(C)cc2)o1` gave ALOX12 inh 29%[176 µM].
Cc1cccc(N/C=C/C(=O)C(F)(F)F)c1 was read as ALOX12 inh 11%.
Screening NC(=O)C1(c2nc(-c3ccncc3)nn2-c2ccc3c(c2)OCCO3)CC1 returned ALOX12 inh 57%[activator].
For Cc1n[nH]c(C)c1CN1CCC2(CC1)CN(Cc1ccccc1)CC2CO (stereo not given) the results were ALOX12 inh 90%[activator].
Screening O=C(Nc1ccc2oc(-c3cccc(I)c3)nc2c1)c1cccc([N+](=O)[O-])c1 returned ALOX12 inh 5%.
For Cc1noc(C)c1S(=O)(=O)NCCc1ncc(C)n1C1CC1 the results were ALOX12 inh 21%.
`Cc1ccccc1CNC(=O)c1nccnc1N` gave ALOX12 inh inconclusive.
`CCNC(=O)N1CCCCCC1CN1CCCC1` (stereo not given) gave ALOX12 inh 134%[activator].
Screening CC[C@@H]1Cc2[nH][nH]c(=O)c2[C@@H](c2ccc(F)cc2)O1 returned ALOX12 inh 0%.
For O=C(NCc1ccc2c(c1)OCCO2)N1CCN(S(=O)(=O)c2cc(F)ccc2F)CC1 the results were ALOX12 inh 0%.
Screening CCCNC(=O)Cc1ccc(N(Cc2ccc(OC)cc2)C(=O)c2ccco2)cc1 returned ALOX12 inh 13%.
Screening Cn1nc(CC(=O)Nc2ccc(S(=O)(=O)N3CCCCCC3)cc2)c2ccccc2c1=O returned ALOX12 inh 52%[activator].
Screening O=C(NCCNS(=O)(=O)c1cccc2nonc12)c1cccc2[nH]ccc12 returned ALOX12 inh -21%.
CCN1C(=O)CCc2cc(NC(=O)c3cc(F)cc(F)c3)ccc21 was read as ALOX12 inh 49%[activator].
For CC(Cc1cccs1)N(Cc1ccc(Cl)cc1)C(=O)c1ccc(C(F)(F)F)cc1 (stereo not given) the results were ALOX12 inh inconclusive.
For Cc1cccc(C)c1NC(=O)C1(C)CSCC(=O)N1CC(F)(F)F (stereo not given) the results were ALOX12 inh 1%.
`COC(=O)c1ccc(C(=O)OC)c(NC(=O)COc2ccc(C)cc2)c1` gave ALOX12 inh inconclusive.
Screening CCc1cccc2c(C(=O)O)cc(-c3ccnn3CC)nc12 returned ALOX12 inh -6%.
For c1csc(CNC23CC4CC(CC(C4)C2)C3)c1 the results were ALOX12 inh 4%.
`O=C(C1CCN(c2cnn(CC3CC3)c(=O)c2)C1)N1CCc2ccccc2C1` (stereo not given) gave ALOX12 inh 3%.
Screening O=C(CCn1cnnn1)N1CCCC(CCc2cccc(C(F)(F)F)c2)C1 (stereo not given) returned ALOX12 inh 1%.
Screening CCCN1CCN(CC(=O)Nc2scc(-c3ccc(Cl)cc3)c2C(=O)OC)CC1 returned ALOX12 inh 18%.
For CC#CCn1cc2c3c(cccc31)[C@H](CC(C)C)N[C@H](C(=O)NCCN1CCOCC1)C2 the results were ALOX12 inh 48%[activator][176 µM].
O=C(NCc1cccs1)c1cnccn1 was read as ALOX12 inh 1%.
Cc1ccc(NS(=O)(=O)c2ccc(-c3cnc(C)o3)cc2)c(Cl)c1 was read as ALOX12 inh 37%.
For COc1ccc2c(C)c(CC(=O)NC3CCCCCC3)c(=O)oc2c1OC the results were ALOX12 inh 0%.
CC1CCC(C(=O)Nc2ccc(-c3nnc4n3CCCC4)cc2)CC1 (stereo not given) was read as ALOX12 inh 50%[activator].
Cc1nn(Cc2cccc(F)c2)c(C)c1NC(=O)Nc1ccc2c(c1)OCO2 was read as ALOX12 inh inconclusive.
For O=C(Nc1c(F)c(F)c(F)c(F)c1F)C12CC3CC(CC(C3)C1)C2 the results were ALOX12 inh 55%[activator].
Screening CCOc1ccc2c(c1)cc(C(=O)NCc1ccco1)n2C returned ALOX12 inh 18µM*.
COc1cc(CNC(=O)Nc2nc(C(N)Cc3ccc(C(F)(F)F)cc3)cs2)cc(OC)c1OC (stereo not given) was read as ALOX12 inh inconclusive.
`Cn1ncc(N2CCC(CNC(=O)c3cccc(CO)n3)C2)cc1=O` (stereo not given) gave ALOX12 inh -13%.
`COc1ccccc1CC(=O)N1CCC2(CC1)N=C(c1ccccc1)NO2` gave ALOX12 inh 37%[activator].
For O=C1[C@@H]2C[C@@H](CN2Cc2ccccn2)Oc2ccccc2N1CC1CC1 the results were ALOX12 inh 21%[176 µM].
Screening O=C1Nc2ccc(Br)cc2C(=O)N2CC[C@H](NS(=O)(=O)c3cccs3)C[C@@H]12 returned ALOX12 inh -2%.
O=C(c1ccccc1)N1CCN(Cc2cccc3cccnc23)CC1 was read as ALOX12 inh -24%.
For CCN(CC)CCNC(=O)Cn1c(C)cc2ccccc21 the results were ALOX12 inh -16%.
For O=C(O)c1cc(-c2ccccc2CO)cc(S(=O)(=O)N2CCCCCC2)c1 the results were ALOX12 inh 23%.
For Cn1c(=O)[nH]c(=O)c2c1ncn2CC(O)c1ccccc1 (stereo not given) the results were ALOX12 inh inconclusive.
For CCc1ccc(CCC(=O)Nc2cccnc2)cc1 the results were ALOX12 inh 29%.
For CC(C)N1C[C@H](O)C[C@H]1c1nnc2n1CCN(C(=O)c1nccc3ccccc13)CC2 the results were ALOX12 inh 51%[activator].
`CN(C)[C@@H]1CN(C(=O)C2CCCCC2)CC[C@@H]1CO` gave ALOX12 inh 9%.
Screening COc1ccccc1Cc1c(-c2ccc(C)cc2)nc2ccc(Br)cn12 returned ALOX12 inh -26%.
Screening CCCCCCOc1ccc(C(=O)CCC(=O)O)cc1 returned ALOX12 inh 12%.
Screening COc1cccc(CN2CCCC(c3ccc(C(=O)O)cc3)C2)c1OC (stereo not given) returned ALOX12 inh 53%[activator].
For CN(Cc1ccccc1)C(=O)C[C@@H]1CCNC[C@@H]1Cc1cc(-c2ccc(F)cc2)on1 the results were ALOX12 inh -5%[176 µM].
COc1ccccc1NC(=O)COc1cc(O)c2c(=O)cc(-c3ccccc3)oc2c1 was read as ALOX12 inh -2%.
Screening Cc1cc(C)n(C(=O)c2ccc(C)c(S(=O)(=O)N3CCCCCC3)c2)n1 returned ALOX12 inh inconclusive.
CC(C)(C)OC(=O)COc1ccc2c(=O)c(-c3ccccc3)c(C(F)(F)F)oc2c1 was read as ALOX12 inh -21%.
Cc1ccc([C@H]2C[C@@H](O)[C@@H](O)[C@@H]2NS(C)(=O)=O)cc1 was read as ALOX12 inh 21%[176 µM].
CCOC(=O)CCCCCC(=O)Nc1ccc2c(c1)C(=O)N([C@@H](C)CO)C[C@H](C)[C@H](CN(C)C(=O)c1ccccc1)OCCCC[C@H](C)O2 was read as ALOX12 inh -21%.
For COc1cccc(CC(=O)N[C@@H]2C[C@H](COc3cccc(C)n3)[C@@H](O)[C@H]2O)c1 the results were ALOX12 inh inconclusive.
`Cc1ccc(-n2c(-c3ccc(Br)cc3)n[nH]c2=S)c(C)c1` gave ALOX12 inh inconclusive.

Taken from the results shown (12 entries):
For CCN(CC)CCNC(=O)Cn1c(C)cc2ccccc21 the results were ALOX12 inh -16%.
For O=C(O)c1cc(-c2ccccc2CO)cc(S(=O)(=O)N2CCCCCC2)c1 the results were ALOX12 inh 23%.
For Cn1c(=O)[nH]c(=O)c2c1ncn2CC(O)c1ccccc1 (stereo not given) the results were ALOX12 inh inconclusive.
For CCc1ccc(CCC(=O)Nc2cccnc2)cc1 the results were ALOX12 inh 29%.
For CC(C)N1C[C@H](O)C[C@H]1c1nnc2n1CCN(C(=O)c1nccc3ccccc13)CC2 the results were ALOX12 inh 51%[activator].
`CN(C)[C@@H]1CN(C(=O)C2CCCCC2)CC[C@@H]1CO` gave ALOX12 inh 9%.
Screening COc1ccccc1Cc1c(-c2ccc(C)cc2)nc2ccc(Br)cn12 returned ALOX12 inh -26%.
Screening CCCCCCOc1ccc(C(=O)CCC(=O)O)cc1 returned ALOX12 inh 12%.
Screening COc1cccc(CN2CCCC(c3ccc(C(=O)O)cc3)C2)c1OC (stereo not given) returned ALOX12 inh 53%[activator].
For CN(Cc1ccccc1)C(=O)C[C@@H]1CCNC[C@@H]1Cc1cc(-c2ccc(F)cc2)on1 the results were ALOX12 inh -5%[176 µM].
COc1ccccc1NC(=O)COc1cc(O)c2c(=O)cc(-c3ccccc3)oc2c1 was read as ALOX12 inh -2%.
Screening Cc1cc(C)n(C(=O)c2ccc(C)c(S(=O)(=O)N3CCCCCC3)c2)n1 returned ALOX12 inh inconclusive.

(next part)
For Cc1ccc2c(ccn2CCNC(=O)Cn2nc3c(cc2=O)CCCCC3)c1 the results were ALOX12 inh 29%.
`CC1=C(C(=O)N2CCCCCC2)CC(CC(=O)NC2CCCCC2)C(=O)N1Cc1ccc(C(C)(C)C)cc1` (stereo not given) gave ALOX12 inh -4%.
O=C(c1cnccn1)N1CCC(c2noc(C3CC3)n2)C1 (stereo not given) was read as ALOX12 inh 32%.
`NC[C@H]1O[C@@H](n2ccc(N)nc2=O)[C@H](O)[C@@H]1O` gave ALOX12 inh 0%.
O=C(NCc1cccnc1)c1cc(C2CCCCN2C(=O)OCCF)on1 (stereo not given) was read as ALOX12 inh 3%.
Screening CC(C(=O)N1CCC(c2n[nH]c(=O)n2-c2ccccc2)CC1)c1ccccc1 (stereo not given) returned ALOX12 inh -5%.
For CC(C)c1ccc(Nc2nc(N3CCOCC3)nc(N3CCOCC3)n2)cc1 the results were ALOX12 inh 7%.
`CCCN(CCC)C(=O)c1nn(Cc2ccccc2)c(=O)c2ccccc12` gave ALOX12 inh 27%.
`CCCNC(=O)N1CCC(N2CC(OCC3CC3)C23CCCCC3)CC1` (stereo not given) gave ALOX12 inh 4%.
For CCCc1cc(=O)oc2c(C)c(OCC(=O)c3ccc(-c4ccccc4)cc3)ccc12 the results were ALOX12 inh 9%.
`COc1cccc(CC(=O)N2CCC(N3C(=O)C(OCC4CC4)C34CCCCC4)CC2)c1` (stereo not given) gave ALOX12 inh 52%[activator].
For O=C(COc1ncnc2scc(-c3ccc(F)cc3)c12)Nc1ccc(F)cc1 the results were ALOX12 inh -6%.
For O=C(NC[C@H]1OC[C@@H](NCc2cnc[nH]2)[C@@H]1O)c1cccs1 the results were ALOX12 inh 15%[176 µM].
`Cc1cc(C(=O)Nc2ccccc2-c2nc(CNC(=O)c3cc4ccccc4cn3)c(C)o2)c(C)o1` gave ALOX12 inh 20%.
`C[C@H](CO)N1C[C@H](C)[C@@H](CN(C)S(=O)(=O)c2ccc(F)cc2)Oc2ncc(Br)cc2C1=O` gave ALOX12 inh -22%.

Bioassay records from PubChem BioAssay.

This is a subset (hit frequency here may not be typical).
